DDE Tn7 FP inh = inhibitors of Tn7 peptide binding to fibrin DD(E), primary screen, biochemical, fluorescence polarization, human fibrin, Tn7 probe; FP displacement of FITC-Tn7 peptide from fibrin DD(E); 0% = median of compound wells per plate; inhibition, % at 8.3 µM; 0.13% of 370,000 active;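 active = inhibition above the mean of compounds falling within the control limits plus 3 SD of them, cut at about 14% in these data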;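 note: 0% = plate median of compound wells and 100% = 10 µM Aha-Tn7 peptide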
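Test system: human clot-derived fibrin DD(E) complex / Quantity: 2 µM final DD(E) protein / Incubation: 10 min plus 3 h, room temperature / Measured by: fluorescence polarization / Benchmarks: high control of 10 µM Aha-Tn7 peptide / Replicates: singlicate testing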
ASAP1 inh = inhibitors of human ASAP1 ArfGAP activity, primary screen, biochemical, fluorescence polarization; ASAP1-stimulated ARF1 GTP hydrolysis, GDP FP detection; inhibition, % at 16.5 µM; AID 624377, 2012; 0.19% of 360,000 active; in the data active = inhibition above about 25%;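 note: 0% = vehicle with enzyme and substrate and 100% = no enzyme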
ADAM17 inh = ADAM17 inhibitors, primary screen, biochemical, QFRET. inhibition, % at 6.95 µM. 0.83% of 370,000 active. recombinant ADAM17, EDANS/DABCYL FRET peptide cleavage. Disintegrin and metalloproteinase domain-containing protein 17 (Homo sapiens), P78536. AID 720648, 2013;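 active = inhibition above the mean of compounds lying between control limits plus 3 SD, set per campaign, cut at about 8.5% in these data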;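 note: 0% = DMSO-only wells as the low control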
ARFGAP1 inh = inhibitors of rat ARFGAP1 GAP activity, primary screen, biochemical, fluorescence polarization, GDP tracer | ADP-ribosylation factor GTPase-activating protein 1 (Rattus norvegicus), Q62848 | Arfgap1-stimulated ARF1 GTP hydrolysis, GDP FP detection | inhibition, % at 16.5 µM | 0.26% of 360,000 active;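 active = inhibition above a per-plate limit, mean inhibition of low control wells plus 3 SD, cut at about 25% in these data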;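 note: 0% = DMSO wells with enzyme and 100% = wells lacking Arfgap1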
Target sequence (Q62848 1-136 limits assumed): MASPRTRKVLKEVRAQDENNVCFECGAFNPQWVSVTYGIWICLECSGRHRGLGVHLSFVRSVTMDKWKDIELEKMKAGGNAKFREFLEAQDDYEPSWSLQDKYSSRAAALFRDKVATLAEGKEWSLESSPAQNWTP
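Replicates: Single well per compound | Assay system: Truncated rat Arfgap1 GAP domain | Control set: No-Arfgap1 wells (100%) versus DMSO full-reaction wells (0%) | Times: Enzyme reaction 120 min at 25 °C after 20 min preincubation | Reagent: Human ARF1(Δ1-17)-GTP substrate | Measured by: Tracer-displacement fluorescence polarization with EDTA stop, 620/688 nm | Measure: Percent inhibition of Arfgap1-stimulated GTP hydrolysis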
SIAE primary = human SIAE inhibitors, primary screen, biochemical, fluorescence polarization, FP-Rh probe, 1536-well HTS. SIAE FP-Rh probe binding. 0.69% of 370,000 active. AID 1053197, 2014. Sialate O-acetylesterase (Homo sapiens), Q9HAT2. inhibition, % at 9.66 µM;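 active = inhibition above a cutoff: mean of compounds within the control limits plus 3 SD of those, cut at about 17% in these data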;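 note: 0% = plate median of compound wells and 100% = probe without SIAE protein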
Tn6 DDE FP = inhibitors of Tn6 peptide binding to fibrin DD(E), primary screen, biochemical, fluorescence polarization, human fibrin, Tn6 probe | Fibrinogen beta chain (Homo sapiens), P02675 | Fibrin DD(E) TRITC-Tn6 fluorescence polarization displacement | inhibition, % at 8.3 µM | 0.21% of 370,000 active | AID 720509, 2013;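 active = inhibition above a per-campaign cutoff: mean of compounds within control limits plus 3 SD, cut at about 15% in these data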;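 note: 0% = median of all compound wells on the plate and 100% = blocking peptide control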
ADAM10 inh = human ADAM10 inhibitors, primary screen, biochemical, QFRET, HTS | Disintegrin and metalloproteinase domain-containing protein 10 (Homo sapiens), O14672 | recombinant ADAM10, EDANS/DABCYL FRET peptide cleavage, 3 h | inhibition, % at 7 µM | 0.62% of 370,000 active;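 active = inhibition above a per-campaign cutoff equal to the mean of compounds falling between control-based bounds plus 3 SD, cut at about 20% in these data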;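 note: 0% = DMSO wells while the 100% control is not disclosed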
Target sequence (O14672 214-748 limits assumed): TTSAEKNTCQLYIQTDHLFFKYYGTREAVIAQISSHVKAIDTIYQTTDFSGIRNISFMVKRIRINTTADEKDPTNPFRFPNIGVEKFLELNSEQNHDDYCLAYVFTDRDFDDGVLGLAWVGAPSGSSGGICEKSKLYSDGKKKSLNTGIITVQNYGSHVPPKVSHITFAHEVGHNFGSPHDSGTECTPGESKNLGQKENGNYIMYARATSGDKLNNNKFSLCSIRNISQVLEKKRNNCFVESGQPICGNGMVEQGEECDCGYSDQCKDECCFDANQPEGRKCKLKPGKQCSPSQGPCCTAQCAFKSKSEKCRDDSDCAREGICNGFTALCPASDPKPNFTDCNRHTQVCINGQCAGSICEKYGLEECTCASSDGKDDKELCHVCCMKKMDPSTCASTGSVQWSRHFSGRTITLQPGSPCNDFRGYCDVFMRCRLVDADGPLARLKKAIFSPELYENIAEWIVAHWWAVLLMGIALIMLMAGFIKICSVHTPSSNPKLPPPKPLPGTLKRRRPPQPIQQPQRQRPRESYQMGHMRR
PLCb3 inh = human PLC-beta3 inhibitors, primary screen, biochemical, fluorescence | 1-phosphatidylinositol 4,5-bisphosphate phosphodiesterase beta-3 (Homo sapiens), Q01970 | Purified PLC-beta3, fluorogenic substrate | inhibition, % at 12.2 µM | 0.18% of 370,000 active | AID 720704, 2013; in the data active = inhibition above about 11%;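 note: 0% = median of compound wells on plate and 100% = full blocker control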
PLC-gamma1 inh = PLC-gamma1 enzyme inhibitors, primary screen, biochemical, fluorescence, purified enzyme | inhibition, % at 12.2 µM | 0.84% of 370,000 active | 1-phosphatidylinositol 4,5-bisphosphate phosphodiesterase gamma-1 (Homo sapiens), P19174 | AID 720700, 2013 | fluorogenic substrate; in the data active = inhibition above about 9.5%
TDP2 absorb = human TDP2 enzyme inhibitors, primary screen, biochemical, epi absorbance, recombinant enzyme; 0.34% of 370,000 active; inhibition, % at 12.8 µM; T5PNP hydrolysis, p-nitrophenol absorbance 415 nm; Tyrosyl-DNA phosphodiesterase 2 (Homo sapiens), O95551; AID 720702, 2013;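 active = inhibition above the mean of all tested compounds plus 3 SD, set per campaign, cut at about 25% in these data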;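 note: 0% = DMSO with enzyme and 100% = buffer with substrate but no TDP2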
Target sequence (O95551 whole entry, looked up): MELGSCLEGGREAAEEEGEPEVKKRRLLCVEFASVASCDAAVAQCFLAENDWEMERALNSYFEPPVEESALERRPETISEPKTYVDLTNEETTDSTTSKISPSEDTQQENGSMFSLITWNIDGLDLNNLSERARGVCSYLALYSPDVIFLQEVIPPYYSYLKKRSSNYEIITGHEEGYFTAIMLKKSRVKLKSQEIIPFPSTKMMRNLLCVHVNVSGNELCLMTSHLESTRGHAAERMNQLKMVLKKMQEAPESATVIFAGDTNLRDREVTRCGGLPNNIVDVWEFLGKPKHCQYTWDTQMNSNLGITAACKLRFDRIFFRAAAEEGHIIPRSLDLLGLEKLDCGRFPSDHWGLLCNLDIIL
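Assay system: recombinant human TDP2 / Reagent: T5PNP substrate at 5 mM, a TopII-DNA adduct mimic / Measured by: epi absorbance from released p-nitrophenol / Evaluation: % inhibition relative to enzyme-containing and enzyme-free wells / Control set: enzyme-free and DMSO wells / Replicates: each compound tested once, singlicate / Schedule: enzyme reaction with compound for 2 h at 37 °C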
Active calls of the source: *; . = not tested or not shown.

SMILES | DDE Tn7 FP inh | ASAP1 inh | ADAM17 inh | ARFGAP1 inh | SIAE primary | Tn6 DDE FP | ADAM10 inh | PLCb3 inh | PLC-gamma1 inh | TDP2 absorb
COc1ccc(NC(=O)C2CCCN2S(=O)(=O)c2ccc(C)cc2)cc1 (stereo not drawn) | -6 | -3 | -2 | 2 | -3 | 5 | 2 | 2 | 7 | -6
N#Cc1ccsc1NC(=O)C1=COCCO1 | 4 | -4 | -4 | -3 | -2 | 4 | -9 | -18 | -14 | 5
O=C1/C(=C/c2ccccc2)N=C(N2CCOCC2)N1c1cccc(Cl)c1 | 0 | 6 | -23 | 3 | 1 | -4 | -113 | -110 | -82 | 2
COc1ccc(NC(=O)C2CC(=O)N(Cc3ccco3)C2)cc1Cl (stereo not drawn) | 2 | 1 | 3 | 2 | 4 | 1 | -15 | -8 | 0 | 3
CC(C)CN(C(=O)Cn1nnc(-c2ccc(F)cc2)n1)C1CCS(=O)(=O)C1 (stereo not drawn) | 5 | 1 | -3 | 6 | -4 | 3 | -7 | 1 | 0 | -9
COC(=O)C1=C(CSc2nccn2C)NC(=O)NC1c1cc(C)ccc1C (stereo not drawn) | 5 | -3 | 1 | -7 | -2 | -5 | 13 | 2 | 5 | -4
COc1ccc(N2CSC3=C(C#N)C(c4cccc(OC)c4OC)CC(=O)N3C2)cc1 (stereo not drawn) | -7 | -1 | 4 | -7 | 6 | 7 | -3 | -21 | -20 | -8
COc1cc(C(=O)Nc2ccc(S(=O)(=O)Nc3onc(C)c3C)cc2)cc(OC)c1OC | -2 | -2 | 0 | -1 | 2 | -1 | 1 | 3 | 1 | 8
Oc1cccc(N2CCN(c3cccc(O)c3)CC2)c1 | 4 | 1 | -5 | 6 | 4 | -1 | -8 | -5 | 0 | 5
CC1(C)O[C@@H]1COc1c2ccoc2cc2oc(=O)ccc12 | -6 | 5 | -6 | 4 | -1 | -3 | -17 | -68 | -45 | -4
CS(=O)(=O)N1CCC(C(=O)Nc2ccccc2)CC1 | -5 | 5 | -2 | -8 | -5 | -1 | 3 | -4 | 2 | 9
CCc1c(C)nc2[nH]ncn2c1=O | 7 | -5 | -2 | 10 | -7 | -4 | -14 | -2 | 2 | 0
CCOC(=O)N1CCN(CC(O)COc2c(OC)cccc2OC)CC1 (stereo not drawn) | 2 | -8 | -4 | -3 | -1 | 5 | 7 | -1 | 0 | 5
COc1ccc(Cl)cc1NC(=S)NCc1ccco1 | -3 | 1 | -1 | 5 | -2 | -9 | -10 | -2 | 1 | 1
Cc1ccc(N2C(=O)N(CC(=O)Nc3cccc(Cl)c3)C(=O)C2C)cc1 (stereo not drawn) | 0 | -8 | 0 | -2 | -5 | -5 | 0 | -3 | 2 | 0
CCOC(=O)CSc1nnc(N)s1 | 0 | -1 | -4 | 4 | 3 | -4 | -9 | 1 | 0 | 1
OC(c1ccc2ccccc2c1)c1ncc(-c2ccc(C(F)(F)F)cc2)[nH]1 (stereo not drawn) | -6 | 21 | 10* | 17 | -23 | -14 | 10 | -5 | 0 | -21
CCOc1ccccc1NC1=CC(=O)CC(c2ccccc2)C1 (stereo not drawn) | -4 | -3 | 10* | -9 | -3 | 3 | 22* | -4 | -1 | -23
CCCCCCCNC(=O)C1(CC2CC(c3ccc(Cl)cc3)=NO2)CCN(C(=O)OC(C)(C)C)CC1 (stereo not drawn) | -13 | 2 | -2 | 7 | -8 | 5 | 2 | 4 | 0 | 5
Cc1csc(C(=O)NN)c1N(C)C | -9 | 0 | 1 | 7 | 16 | 10 | 3 | -5 | 4 | -17

Retrieved by compound from the entries so far (4):
SMILES | DDE Tn7 FP inh | ASAP1 inh | ADAM17 inh | ARFGAP1 inh | SIAE primary | Tn6 DDE FP | ADAM10 inh | PLCb3 inh | PLC-gamma1 inh | TDP2 absorb
COc1ccc(NC(=O)C2CC(=O)N(Cc3ccco3)C2)cc1Cl (stereo not drawn) | 2 | 1 | 3 | 2 | 4 | 1 | -15 | -8 | 0 | 3
CCOc1ccccc1NC1=CC(=O)CC(c2ccccc2)C1 (stereo not drawn) | -4 | -3 | 10* | -9 | -3 | 3 | 22* | -4 | -1 | -23
CCOC(=O)CSc1nnc(N)s1 | 0 | -1 | -4 | 4 | 3 | -4 | -9 | 1 | 0 | 1
CS(=O)(=O)N1CCC(C(=O)Nc2ccccc2)CC1 | -5 | 5 | -2 | -8 | -5 | -1 | 3 | -4 | 2 | 9

(more compounds)
SMILES | DDE Tn7 FP inh | ASAP1 inh | ADAM17 inh | ARFGAP1 inh | SIAE primary | Tn6 DDE FP | ADAM10 inh | PLCb3 inh | PLC-gamma1 inh | TDP2 absorb
O=C(NCc1ccc2c(c1)OCO2)C1CC(=O)N(c2ccc(O)cc2)C1 (stereo not drawn) | 8 | -5 | -5 | -3 | -1 | -6 | 3 | 1 | 1 | 3
O=C(NCc1n[nH]c(=S)n1-c1ccccc1Cl)c1ccc(S(=O)(=O)N2CCCCC2)cc1 | 6 | -1 | -3 | 11 | 7 | 1 | -8 | -7 | -1 | 1
Cc1cc(C)cc(NC(=S)N2CCC(NC(=O)C3CC3)CC2)c1 | 2 | -11 | -2 | 8 | 1 | -1 | 9 | -5 | 1 | 3
Cc1ccc(NC(=O)C2CC(=O)N(CCc3ccccc3)C2)c(C)c1 (stereo not drawn) | -10 | 10 | -2 | 12 | -3 | -4 | 2 | 5 | 5 | -20
Cc1nn(CCCC(=O)NCc2ccccc2)c(=O)c2nccn12 | -4 | 5 | -1 | 3 | -7 | 1 | 2 | 3 | 3 | -17
CCC(=O)Nc1cccc(NC(=O)CSc2nnc(-c3ccc(NS(C)(=O)=O)cc3)n2C)c1 | -10 | 13 | 1 | 12 | -3 | -6 | 2 | 6 | 4 | -7
Cc1nc(NCCc2ccc(O)cc2)c2nnn(Cc3ccccc3)c2n1 | 0 | 11 | -3 | 7 | -4 | -5 | -4 | -6 | 4 | -7
CC1=CC(C)(C)NC(=S)N1c1ccc([N+](=O)[O-])cc1 | -9 | 7 | 0 | 13 | 4 | -10 | -1 | 8 | 1 | -7
CSCCNC(=O)c1ccc(OC2CCN(CCc3ccccc3)CC2)cc1 | -4 | 7 | 2 | 13 | -1 | 0 | 8 | 5 | 7 | -16
CN(Cc1ccccc1)C(=O)COC(=O)c1cc(=O)[nH]c2ccccc12 | 6 | -1 | -57 | -11 | -2 | 3 | -156 | -163 | -135 | 5
CCc1noc(N)c1C(=O)Nc1ccc(F)c(Cl)c1 | 0 | 5 | -3 | -9 | 4 | 2 | 8 | -3 | 0 | 13
Clc1ccccc1N1CCN(C2=Nc3ccccc3Sc3ccccc32)CC1 | 6 | . | -1 | . | 7 | 5 | 1 | 0 | -1 | -1
CCN1CCN(c2ccc(S(=O)(=O)N3CCOCC3)cc2NC(=O)c2cc(F)c(F)c(F)c2F)CC1 | 5 | -7 | -4 | 0 | 5 | 8 | -1 | 0 | 2 | 3
Cc1ccc(NC2CCCN(C(=O)Cc3nonc3C)C2)cc1C (stereo not drawn) | 0 | -5 | -5 | -14 | 5 | -3 | -6 | -4 | 0 | 0
OCCO | 3 | -18 | -5 | -3 | 12 | 9 | -7 | 1 | 3 | 7
CCc1ccccc1NC(=O)c1ccc(F)c(S(=O)(=O)N2CCC(C(N)=O)CC2)c1 | 8 | 0 | 0 | 3 | 3 | 5 | 4 | 5 | 4 | -4
NC1=NN=C(N2N=C(c3ccccc3)CC2(O)C(F)(F)F)n2ncnc2C1 (stereo not drawn) | 4 | 0 | -27 | 5 | -3 | 1 | -68 | -57 | -61 | 0
Cc1cc(C)n2c(Nc3ccc4c(c3)OCCO4)c(C(C)C)nc2n1 | -3 | 4 | 1 | -5 | 5 | 0 | 1 | -5 | -5 | -1
O=C(NC1CCCCC1)c1ccc(-c2ccccc2F)o1 | 1 | -9 | -2 | -8 | -1 | 5 | -5 | 2 | -2 | 1
Cc1ccc(OCCC(=O)N(Cc2ccccc2)c2c(N)n(Cc3ccccc3)c(=O)[nH]c2=O)cc1 | 0 | 3 | -2 | -4 | 2 | 0 | -3 | -4 | -1 | 5
Cc1cccc(OCCOc2ccccc2C=C(C#N)C#N)c1 | -4 | 5 | 0 | -6 | 3 | -7 | 8 | 1 | 0 | -10
COc1ccc(/C=C/C(=O)NCc2cccnc2)cc1 | -1 | -8 | 2 | -8 | 3 | -6 | 2 | 6 | 7 | -19
O=C(CC1C(=O)NCCN1Cc1ccccc1)NCCC1=CCCCC1 (stereo not drawn) | -5 | -4 | -3 | 10 | 13 | 10 | -12 | -16 | -7 | -1
CCC(CC)C(=O)NN(C(=O)c1ccncc1)C1CC(=O)N(c2ccccc2)C1=O (stereo not drawn) | -8 | -5 | 5 | 5 | 3 | 5 | 8 | -3 | 6 | -22
COc1ccc(CC(N)c2csc(NC(=O)c3ccc(F)cc3)n2)cc1 (stereo not drawn) | -3 | 8 | -7 | -10 | -19 | 2 | -16 | -12 | -5 | 1
CC(C)C(C(=O)C=[N+]=[N-])N1C(=O)c2ccccc2C1=O (stereo not drawn) | -7 | -2 | 0 | -16 | 5 | -3 | -2 | 6 | 2 | 9
CCOc1ccccc1C(=O)NC(C(=O)NCc1ccc(F)cc1)C(C)C (stereo not drawn) | 5 | 2 | -5 | 9 | 6 | 3 | 5 | 2 | 0 | 4
CCCN(Cc1nnc(-c2cccs2)o1)C(=O)c1cccc(S(=O)(=O)N2CCOCC2)c1 | 7 | 6 | -1 | 1 | 4 | 5 | -7 | -4 | -4 | -4
C/C(=N\NC(=O)CNc1cccc2ccccc12)c1ccc(Br)s1 | -2 | 4 | -17 | 5 | -5 | -3 | -55 | -20 | -13 | 4
Cc1cc(NC(=O)CSCC(=O)N(c2ccc(F)cc2)C(C(=O)NC2CCCCC2)c2ccc(O)c(O)c2)no1 (stereo not drawn) | 5 | -8 | 3 | -12 | 5 | 7 | 8 | -1 | -2 | -7

Compound activity: PubChem, The Scripps Research Institute Molecular Screening Center
